High-throughput results as filed in PubChem.
Lung fibro prol: antiproliferative effect on LL 47 fibroblasts – human, LL 47 cells, CellTiter-Glo luminescence, primary screen; LL 47 human lung fibroblast viability, ATP luminescence; hits give low values; viability, % at 10 µM; 85,000 tested, 1.1% active; AID 719, 2007;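 active = viability at or below 50% in the single dose screen; inactive = viability above 50%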;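 note: compound exposure lasted 72 h before the ATP readout; 100% = median luminescence of untreated cell-only wells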
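Times – overnight cell rest, 72 h compound treatment at 37 °C · Test system – human lung fibroblast line LL 47, low passage · Amount – 1,150 cells in each well · Controls – cell-only wells, no compound · Doses – 0.1% DMSO in all compound wells · Measured by – CellTiter-Glo luminescence · Buffer or medium – IMEM plus 15% FBS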
ERa coact inh: ERα–SRC-1 coactivator interaction inhibitors, primary screen, biochemical, TR-FRET, ERα LBD, estradiol-bound; TR-FRET ER-alpha LBD / SRC-1 peptide; inhibition, % at 25.6 µM; 86,000 tested, 1.7% active; in the data active = inhibition above about 50%;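 note: 0% = receptor plus peptide control and 100% = peptide only without receptor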
CYP2C19 inh: blockers of cytochrome P450 2C19 activity – biochemical, luminescence, ADME assay, primary screen; AID 778, 2007; inhibition, % at 5 µM; P33261; CYP2C19 Supersomes, luciferin-H EGE luminescence, 30 min; 96,000 tested, 21% active;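 active = CYP2C19 inhibition above a set limit at 5 µM in the primary screen, cut at about 50% in these data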;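 note: plate controls were negative control wells for no effect and 2.5 mM tranylcypromine positive control for full effect; values of inactives mirror those of a sister screen read the other way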
HUVEC inhibit: inhibitors of HUVEC proliferation, primary screen, cell-based, 384-well; CellTiter-Glo luminescence, 72 h; hits give low values; viability, % at 10 µM (by protocol); 86,000 tested, 1.1% active;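 active = viability at or below 30%; inactive = viability above 30%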;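 note: 100% = median luminescence of DMSO-only cell control wells on each plate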
ERa coact pot: enhancers of ERα–SRC-1 coactivator binding, primary screen, biochemical, TR-FRET, ERα LBD, low estradiol. TR-FRET ERalpha-LBD/SRC-Cy5 coactivator binding, 2 h; 100 = basal binding, no effect. 86,000 tested, 1.3% active. Estrogen receptor (Homo sapiens), P03372. AID 639, 2007. coactivator binding (% of control), % at 25.6 µM; in the data active = activity above about 200%;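 note: binding measured in presence of low estradiol as agonist stimulus; 0% = peptide alone without receptor and 100% = receptor with peptide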
Mac1 fbg enh: enhancers of CD11b/CD18 adhesion to fibrinogen, primary screen, K562 cells, luminescence; Integrin beta-2 (Homo sapiens) + Integrin alpha-M (Homo sapiens), P05107+P11215; activation, % at 10 µM; ATPlite luminescence; 93,000 tested, 0.07% active;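 active = 10 µM primary screen giving 50% or more activity, confirmed by 40% or more on retest at that dose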; note: strong numbers were not always called active
Target sequence (P05107 whole entry, looked up, other chains not shown): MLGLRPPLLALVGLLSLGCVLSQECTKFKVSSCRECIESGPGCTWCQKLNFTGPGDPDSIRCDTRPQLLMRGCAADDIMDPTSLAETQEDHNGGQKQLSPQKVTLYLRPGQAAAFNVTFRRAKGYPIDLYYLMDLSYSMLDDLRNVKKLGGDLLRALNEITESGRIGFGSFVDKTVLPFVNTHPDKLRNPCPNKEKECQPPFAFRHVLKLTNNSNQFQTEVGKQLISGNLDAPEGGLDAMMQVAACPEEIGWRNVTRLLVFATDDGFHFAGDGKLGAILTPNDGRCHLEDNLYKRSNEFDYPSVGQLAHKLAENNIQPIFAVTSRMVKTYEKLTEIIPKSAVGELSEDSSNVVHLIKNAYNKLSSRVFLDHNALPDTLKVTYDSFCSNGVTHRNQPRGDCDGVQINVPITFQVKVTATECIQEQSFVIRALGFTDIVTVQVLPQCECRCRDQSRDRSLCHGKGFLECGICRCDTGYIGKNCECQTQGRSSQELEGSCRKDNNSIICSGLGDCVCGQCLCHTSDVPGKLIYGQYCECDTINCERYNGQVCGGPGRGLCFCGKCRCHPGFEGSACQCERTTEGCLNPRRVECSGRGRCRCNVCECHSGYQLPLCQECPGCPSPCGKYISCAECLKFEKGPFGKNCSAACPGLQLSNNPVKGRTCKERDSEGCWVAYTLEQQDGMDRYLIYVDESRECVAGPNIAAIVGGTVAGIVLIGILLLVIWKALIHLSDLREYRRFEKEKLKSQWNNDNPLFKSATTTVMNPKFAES
H69AR growth 86K: proliferation blockers of H69AR lung cancer cells, primary screen, cell-based, human, 86K library; H69AR lung tumor viability, ATP luminescence, 72 h; hits give low values; viability, % at 10 µM; 85,000 tested, 6% active; AID 598, 2007;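 active = viability at or below 40%; inactive = viability above 40%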;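 note: multidrug resistant small cell line overexpressing MRP-1 efflux transporter; 100% = mean luminescence of untreated control wells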
CYP2C19 activ: human CYP2C19 activators, primary screen, biochemical, luminescence; recombinant CYP2C19, luciferin-H EGE luminescence; hits give high values; 0 = fully inhibited enzyme, 1 = untreated enzyme; activation factor at 5 µM; 96,000 tested, under 10 active; AID 1025, 2008;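 active = activation factor of at least 2 at 5 µM in the primary screen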;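 note: 0 = wells with 2.5 mM tranylcypromine and 1 = vehicle-only wells; values of inactives mirror those of a sister screen read the other way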
Mac1 fbg inh: inhibitors of CD11b/CD18 adhesion to fibrinogen, primary screen, K562 cells, luminescence | Integrin beta-2 (Homo sapiens) + Integrin alpha-M (Homo sapiens), P05107+P11215 | ATPlite luminescence; Mn2+ added to activate the integrin | inhibition, % at 10 µM | 93,000 tested, 0.54% active | AID 1497, 2009;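 active = primary inhibition of 50% or more at 10 µM, then 40% or more on retest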; note: some results filed as inactive read as strong as hits
The depositor's hits bear a star; [ ] = another dose, or the depositor's remark.

What do the screens show for `CCN(CC)Cc1c(O)ccc2occ(C(=O)c3ccc(OC)cc3)c12`?
Lung fibro prol: 90; ERa coact inh: 0; HUVEC inhibit: 81; ERa coact pot: 113; H69AR growth 86K: 81

How did O=c1[nH]c2cc3c(cc2cc1C(c1nnnn1CC1CCCO1)N1CCCC1)OCO3 (stereo not drawn) do in these assays?
Lung fibro prol: 101; ERa coact inh: 5; CYP2C19 inh: 4; HUVEC inhibit: 96; ERa coact pot: 88[fluorescence artefact?]; Mac1 fbg enh: 2; H69AR growth 86K: 98; CYP2C19 activ: 1; Mac1 fbg inh: -10

What do the screens show for `NC(=O)Nc1ccc(Oc2c(F)c(F)c(F)c(F)c2F)cc1`?
Lung fibro prol: 97; ERa coact inh: 39[fluorescence artefact?]; CYP2C19 inh: 30; HUVEC inhibit: 90; ERa coact pot: 93; Mac1 fbg enh: -6; H69AR growth 86K: 94; CYP2C19 activ: 0.7; Mac1 fbg inh: -3

What do the screens show for `N#Cc1c(C(F)(F)F)cc(C2CC2)nc1N1CCCC1`?
Lung fibro prol: 83; ERa coact inh: -3; CYP2C19 inh: -9; HUVEC inhibit: 95; ERa coact pot: 100; Mac1 fbg enh: -4; H69AR growth 86K: 90; CYP2C19 activ: 1.1; Mac1 fbg inh: 8

How did Cn1nc(-c2ccc(Cl)cc2)c2cc(C(=O)NCC3CCCO3)sc21 (stereo not drawn) do in these assays?
Lung fibro prol: 79; ERa coact inh: 2; CYP2C19 inh: 28; HUVEC inhibit: 76; ERa coact pot: 84; Mac1 fbg enh: 0; H69AR growth 86K: 51; CYP2C19 activ: 0.7; Mac1 fbg inh: -14

What do the screens show for `Cc1sc(-n2c(C)cc(/C=N/n3cnnc3)c2C)c(C#N)c1C`?
Lung fibro prol: 94; ERa coact inh: -14; CYP2C19 inh: 89*; HUVEC inhibit: 102; ERa coact pot: 89[fluorescence artefact?]; Mac1 fbg enh: -3; H69AR growth 86K: 76; CYP2C19 activ: 0.1; Mac1 fbg inh: 24

How did CCCN1CCC(NC(=O)Nc2ccccc2C(=O)OC)CC1 do in these assays?
Lung fibro prol: 106; ERa coact inh: 0; CYP2C19 inh: -4; HUVEC inhibit: 100; ERa coact pot: 100; Mac1 fbg enh: 0; H69AR growth 86K: 84; CYP2C19 activ: 1; Mac1 fbg inh: -4

Results for COC(CN1C(=O)C(O)=C(C(C)=O)C1c1ccccn1)OC (stereo not drawn) ?
Lung fibro prol: 97; ERa coact inh: 3; CYP2C19 inh: 7; HUVEC inhibit: 100; ERa coact pot: 97; Mac1 fbg enh: 0; H69AR growth 86K: 101; CYP2C19 activ: 0.9; Mac1 fbg inh: -2

What do the screens show for `CCOC(=O)COc1ccc(C(=O)c2ccccc2)c(O)c1`?
Lung fibro prol: 101; ERa coact inh: 0; CYP2C19 inh: 8; HUVEC inhibit: 93; ERa coact pot: 105; Mac1 fbg enh: -4; H69AR growth 86K: 85; CYP2C19 activ: 0.9; Mac1 fbg inh: 2

What do the screens show for `CC1(C(=O)NC2CCCCCCC2)CCC(=O)N1Cc1ccco1` (stereo not drawn)?
CYP2C19 inh: 18; Mac1 fbg enh: 2; CYP2C19 activ: 0.8; Mac1 fbg inh: -6

Results for CCc1ccccc1NC1=NCC(=O)N1Cc1ccc2c(c1)OCO2 ?
Lung fibro prol: 98; ERa coact inh: -6; HUVEC inhibit: 90; ERa coact pot: 113; H69AR growth 86K: 94

Results for O=C(Cc1ccccc1)NCC1COc2ccccc2O1 (stereo not drawn) ?
Lung fibro prol: 98; ERa coact inh: 4; HUVEC inhibit: 100; ERa coact pot: 103; H69AR growth 86K: 96

At a glance, part of the list above.
Results for CCc1ccccc1NC1=NCC(=O)N1Cc1ccc2c(c1)OCO2 ?
Lung fibro prol: 98; ERa coact inh: -6; HUVEC inhibit: 90; ERa coact pot: 113; H69AR growth 86K: 94

Results for O=C(Cc1ccccc1)NCC1COc2ccccc2O1 (stereo not drawn) ?
Lung fibro prol: 98; ERa coact inh: 4; HUVEC inhibit: 100; ERa coact pot: 103; H69AR growth 86K: 96

Returning to the listing, repeating the two entries before the break.
Results for CCc1ccccc1NC1=NCC(=O)N1Cc1ccc2c(c1)OCO2 ?
Lung fibro prol: 98; ERa coact inh: -6; HUVEC inhibit: 90; ERa coact pot: 113; H69AR growth 86K: 94

Results for O=C(Cc1ccccc1)NCC1COc2ccccc2O1 (stereo not drawn) ?
Lung fibro prol: 98; ERa coact inh: 4; HUVEC inhibit: 100; ERa coact pot: 103; H69AR growth 86K: 96

How did O=C(C1CCN(S(=O)(=O)c2cccnc2)CC1)N1CCCCC1 do in these assays?
Lung fibro prol: 110; ERa coact inh: 0; CYP2C19 inh: 24; HUVEC inhibit: 101; ERa coact pot: 109; Mac1 fbg enh: 1; H69AR growth 86K: 86; CYP2C19 activ: 0.8; Mac1 fbg inh: -23

How did N#Cc1cn(CC(=O)N2CCc3ccccc3C2)c2ccccc12 do in these assays?
Lung fibro prol: 90; ERa coact inh: 0; HUVEC inhibit: 91; ERa coact pot: 102; H69AR growth 86K: 76

Results for CCOC(=O)c1cccc(NC(=O)/C(=C\c2ccccc2)NC(=O)c2ccccc2Cl)c1 ?
CYP2C19 inh: -5; Mac1 fbg enh: -5; CYP2C19 activ: 1.1; Mac1 fbg inh: 9

How did CCn1cc(C(=O)NCc2ccco2)c(=O)c2cc(S(=O)(=O)N3CC(C)CC(C)C3)ccc21 (stereo not drawn) do in these assays?
Lung fibro prol: 66; ERa coact inh: -1; CYP2C19 inh: 9; HUVEC inhibit: 22*; ERa coact pot: 105; Mac1 fbg enh: -3; H69AR growth 86K: 68; CYP2C19 activ: 0.9; Mac1 fbg inh: 8

How did CCCC1CCc2c(c3ccccc3[nH]c2=O)O1 (stereo not drawn) do in these assays?
CYP2C19 inh: 42; Mac1 fbg enh: -2; CYP2C19 activ: 0.6; Mac1 fbg inh: 2

What do the screens show for `Cn1nnnc1SCC(=O)NCc1cccs1`?
Lung fibro prol: 102; ERa coact inh: -5[fluorescence artefact?]; HUVEC inhibit: 96; ERa coact pot: 114; H69AR growth 86K: 95

Results for O=C(COc1ccccc1)Nc1ncccn1 ?
Lung fibro prol: 99; ERa coact inh: -5; CYP2C19 inh: 10; HUVEC inhibit: 85; ERa coact pot: 103; Mac1 fbg enh: -2; H69AR growth 86K: 83; CYP2C19 activ: 0.9; Mac1 fbg inh: -14

How did O=[N+]([O-])c1ccc(Nc2ccc3ccccc3c2)nc1 do in these assays?
CYP2C19 inh: 9; Mac1 fbg enh: 1; CYP2C19 activ: 0.9; Mac1 fbg inh: -13

Results for CCc1cccc(Nc2cc(C)nc3ncnn23)c1 ?
Lung fibro prol: 92; ERa coact inh: -7; HUVEC inhibit: 94; ERa coact pot: 94; H69AR growth 86K: 89

How did NC(=O)CN(c1ccccc1)C1SC(=O)N(Cc2ccccc2)C1=O (stereo not drawn) do in these assays?
Lung fibro prol: 95; ERa coact inh: -9; CYP2C19 inh: 52*; HUVEC inhibit: 97; ERa coact pot: 115; Mac1 fbg enh: -1; H69AR growth 86K: 81; CYP2C19 activ: 0.5; Mac1 fbg inh: -18

What do the screens show for `Cc1csc(=N)n1CC(=O)N1CCc2ccccc21`?
Lung fibro prol: 101; ERa coact inh: -5; CYP2C19 inh: 0; HUVEC inhibit: 93; ERa coact pot: 110[fluorescence artefact?]; Mac1 fbg enh: 6; H69AR growth 86K: 92; CYP2C19 activ: 1; Mac1 fbg inh: 1

Results for Cc1ccc(NC(=O)C(C)N2C(=O)c3ccccc3C2=O)cc1 (stereo not drawn) ?
Lung fibro prol: 118; ERa coact inh: -5; CYP2C19 inh: 41; HUVEC inhibit: 33; ERa coact pot: 81; Mac1 fbg enh: -2; H69AR growth 86K: 97; CYP2C19 activ: 0.6; Mac1 fbg inh: -3

Results for CSc1nnc2n(CCc3ccccc3)c(=O)c3c4c(sc3n12)CCCC4 ?
Lung fibro prol: 118; ERa coact inh: 0; HUVEC inhibit: 95; ERa coact pot: 100[fluorescence artefact?]; H69AR growth 86K: 86

How did CC(=O)Oc1cc2c(C(=O)NCCCN3CCOCC3)c(C)oc2c2ccccc12 do in these assays?
Lung fibro prol: 4.3*; ERa coact inh: -2; CYP2C19 inh: 14; HUVEC inhibit: 4.5*; ERa coact pot: 103; Mac1 fbg enh: 1; H69AR growth 86K: 45; CYP2C19 activ: 0.9; Mac1 fbg inh: 14

What do the screens show for `O=C(NC1CCCC1)c1ccc2nc[nH]c2c1`?
Lung fibro prol: 98; ERa coact inh: 3; CYP2C19 inh: -13; HUVEC inhibit: 97; ERa coact pot: 110; Mac1 fbg enh: -1; H69AR growth 86K: 92; CYP2C19 activ: 1.1; Mac1 fbg inh: -16

How did CC(NC(=O)C(c1ccccc1)c1ccccc1)C(=O)O (stereo not drawn) do in these assays?
Lung fibro prol: 96; ERa coact inh: -4; CYP2C19 inh: -6; HUVEC inhibit: 105; ERa coact pot: 101; Mac1 fbg enh: 0; H69AR growth 86K: 101; CYP2C19 activ: 1.1; Mac1 fbg inh: 15

How did Cc1c(C(C)NC(=O)Nc2ccc(F)cc2F)cnn1C (stereo not drawn) do in these assays?
Lung fibro prol: 97; ERa coact inh: -10; CYP2C19 inh: -16; HUVEC inhibit: 85; ERa coact pot: 54; Mac1 fbg enh: 5; H69AR growth 86K: 98; CYP2C19 activ: 1.2; Mac1 fbg inh: -2

How did CCn1c2ccccc2c2nnc(SCC(N)=O)nc21 do in these assays?
Lung fibro prol: 99; ERa coact inh: 1; CYP2C19 inh: 16; HUVEC inhibit: 90; ERa coact pot: 113[fluorescence artefact?]; Mac1 fbg enh: -2; H69AR growth 86K: 92; CYP2C19 activ: 0.8; Mac1 fbg inh: -1

Results for COc1cccc(C(c2nnnn2C(C)(C)C)N2CCN(C3CCCCC3)CC2)c1OC (stereo not drawn) ?
Lung fibro prol: 101; ERa coact inh: -4; CYP2C19 inh: 4; HUVEC inhibit: 91; ERa coact pot: 112; Mac1 fbg enh: 0; H69AR growth 86K: 93; CYP2C19 activ: 1; Mac1 fbg inh: -16

What do the screens show for `CC1Cc2ccccc2N1C(=O)CSc1nnc(NC(=O)Cc2cccs2)s1` (stereo not drawn)?
Lung fibro prol: 100; ERa coact inh: 62*; CYP2C19 inh: 13; HUVEC inhibit: 96; ERa coact pot: 56; Mac1 fbg enh: 7; H69AR growth 86K: 90; CYP2C19 activ: 0.9; Mac1 fbg inh: -1

What do the screens show for `C=CCn1c(O)c(CN2CCN(Cc3ccccc3)CC2)c(C)c(C#N)c1=O`?
Lung fibro prol: 104; ERa coact inh: -5; CYP2C19 inh: -1; HUVEC inhibit: 101; ERa coact pot: 102; Mac1 fbg enh: 4; H69AR growth 86K: 97; CYP2C19 activ: 1; Mac1 fbg inh: -2
